AHR activator – activators of human aryl hydrocarbon receptor; activation, % at 5 µM; P35869; AHR-responsive luciferase reporter cells, luminescence; actives 2.5% (n = 320,000); in the data active = activation above about 47%;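 also: 0% = vehicle wells and 100% = reference agonist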
Target sequence (P35869 whole entry, looked up): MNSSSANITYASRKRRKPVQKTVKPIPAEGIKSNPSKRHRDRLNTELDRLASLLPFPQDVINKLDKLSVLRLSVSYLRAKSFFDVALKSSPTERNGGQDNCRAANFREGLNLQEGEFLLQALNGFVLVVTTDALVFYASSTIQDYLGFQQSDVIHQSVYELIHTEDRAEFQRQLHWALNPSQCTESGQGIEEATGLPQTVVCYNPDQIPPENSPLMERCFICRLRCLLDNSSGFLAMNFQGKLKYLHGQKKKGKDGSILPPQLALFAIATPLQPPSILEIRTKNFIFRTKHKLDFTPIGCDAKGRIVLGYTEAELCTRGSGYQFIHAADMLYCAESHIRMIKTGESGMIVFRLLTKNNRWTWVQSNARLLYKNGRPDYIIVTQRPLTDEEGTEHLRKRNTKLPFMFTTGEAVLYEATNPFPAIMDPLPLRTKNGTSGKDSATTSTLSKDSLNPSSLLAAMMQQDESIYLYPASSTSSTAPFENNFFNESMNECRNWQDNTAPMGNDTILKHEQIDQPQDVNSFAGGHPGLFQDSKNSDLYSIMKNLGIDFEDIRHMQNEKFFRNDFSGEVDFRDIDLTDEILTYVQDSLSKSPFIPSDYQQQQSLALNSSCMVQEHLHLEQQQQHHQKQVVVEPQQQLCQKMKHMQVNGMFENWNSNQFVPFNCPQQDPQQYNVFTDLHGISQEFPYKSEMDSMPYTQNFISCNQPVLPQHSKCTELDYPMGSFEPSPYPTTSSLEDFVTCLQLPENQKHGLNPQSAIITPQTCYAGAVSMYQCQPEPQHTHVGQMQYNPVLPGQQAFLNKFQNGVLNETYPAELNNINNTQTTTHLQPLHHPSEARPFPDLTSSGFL
RPL19A TOR yeast – modulators of TOR pathway RPL19A-GFP in S. cerevisiae | percent response vs DMSO, % at 10 µM | S. cerevisiae RPL19A-GFP strain, flow cytometry, 3 h; stronger effect = lower value | actives 0.3% (n = 330,000);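 active = percent response vs DMSO below 50%; inconclusive = fewer than 70 events counted for the yeast strain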;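 also: median channel GFP fluorescence of the barcoded RPL19A-GFP strain; ratio of sample median GFP to plate DMSO average so 100% = DMSO; lower means less RPL19A-GFP as with rapamycin TOR inhibition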
CR mimetic SO – caloric restriction mimetics inhibiting age-related superoxide in yeast | S. cerevisiae aged cells, superoxide DHE fluorescence; stronger effect = lower value | superoxide response (% of plate mean), % at 10 µM | actives 0.18% (n = 330,000) | AID 2690;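 active = superoxide response under a set limit, about three screen SD below normal, cut at about 65% in these data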;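 also: yeast aged for seven days with compound at 30 °C before DHE staining; 100% = average MFI of all compound-treated wells on the plate with controls excluded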
MEP2 TOR yeast – alters MEP2-GFP fluorescence in TOR pathway yeast screen; GFP response vs DMSO, % at 10 µM; S. cerevisiae MEP2-GFP strain, flow cytometry GFP, 3 h; 100% = DMSO control level; actives 0.51% (n = 330,000); AID 2016;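 active = GFP response versus DMSO above a set limit, roughly screen mean plus 3 SD, cut at about 180% in these data; inconclusive = fewer than 70 cells counted for a yeast strain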;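 also: median GFP fluorescence of the barcode-gated MEP2-GFP cells per well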
proCasp3 act – activates human procaspase-3 | P42574 | recombinant procaspase-3 D3A, Ac-DEVD-pNA absorbance 405 nm | activation, % at 8.5 µM | actives 0.11% (n = 330,000) | AID 463141;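 active = activation above the mean of all tested compounds plus 3 SD, cut at about 21% in these data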;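 also: 0% = DMSO alone and 100% = DMSO wells spiked with extra 5 µM PC-3 D3A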
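Test system: Procaspase-3 D3A mutant, all three cleavage aspartates alanine | Dosing: Single dose, 8.5 µM nominal compound, 0.8% DMSO | Schedule: 1 h preincubation, 2 h reaction | Technique: 405 nm absorbance of p-nitroaniline, reads at 0 and 120 min | Repeats: One well per compound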
JMJD2C inh – blocks human GASC-1 demethylase activity | Q9H3R0 | GST-JMJD2C(1-420) H3K9me3 demethylation, DELFIA europium | inhibition, % at 2.35 µM | actives 0.069% (n = 330,000);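 active = more than half of a compound's replicate wells show inhibition beyond 50%, single wells judged on their own value; inconclusive = some, but no more than half, of replicates pass 50% inhibition; inactive = no replicate passes 50% inhibition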;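 also: signal counts dimethyl H3K9 product captured on neutravidin plate; 0% = median of DMSO wells and 100% = 0.3 times that DMSO median; strong numbers were not always called active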
LAP4-GFP MLPCN – modulators of TOR pathway LAP4-GFP in S. cerevisiae; S. cerevisiae LAP4-GFP multiplex, flow cytometry GFP, 3 h; median GFP as percent of DMSO wells; GFP response vs DMSO, % at 10 µM; actives 0.34% (n = 320,000); AID 2023;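 active = GFP response vs DMSO above a set limit, about the screen mean plus 3 SD, cut at about 150% in these data; inconclusive = under 70 cell events counted for the yeast strain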
proCasp7 act – counter-screen: procaspase-7 (human) activation. recombinant procaspase-7, Ac-DEVD-pNA absorbance 405 nm; D23A/D198A/D206A triple mutant, cannot self-cleave; scale: DMSO 0, 5 µM enzyme 100. P55210. activation, % at 8.5 µM. actives 0.093% (n = 330,000);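 active = percent activation above the screen-wide mean plus 3 SD, cut at about 25% in these data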
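Assay system: Uncleavable procaspase-7 mutant enzyme / Input: 2 µM procaspase-7 mutant as dispensed / Dosing: single nominal 8.5 µM compound dose, 0.8% DMSO final / Timing: 1 h enzyme–compound preincubation and 2 h substrate reaction, both 25 °C / Detection: p-Nitroaniline absorbance at 405 nm, read at 0 and 120 min / Replication: singlicate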
* = called active by the depositor.

What do the screens show for `CC1CCCCC1NC(=O)C1CCN(S(=O)(=O)c2ccc(-n3cnnn3)cc2)CC1` (stereo not given)?
AHR activator: 0; RPL19A TOR yeast: 102; CR mimetic SO: 92; MEP2 TOR yeast: 104; proCasp3 act: 0; JMJD2C inh: 14; LAP4-GFP MLPCN: 103; proCasp7 act: -4

How did COc1cccc(/C=C/C(=O)OCC(=O)c2cc(C)n(CC3CCCO3)c2C)c1OC (stereo not given) do in these assays?
AHR activator: 2; RPL19A TOR yeast: 108; CR mimetic SO: 96; MEP2 TOR yeast: 102; proCasp3 act: 5; JMJD2C inh: -4; LAP4-GFP MLPCN: 101; proCasp7 act: -4

Results for Nc1ccc(C2(c3ccc(N)cc3)C(=O)Nc3ccccc32)cc1 ?
AHR activator: 3; RPL19A TOR yeast: 95; CR mimetic SO: 114; MEP2 TOR yeast: 97; proCasp3 act: -5; JMJD2C inh: -3; LAP4-GFP MLPCN: 94; proCasp7 act: 10

How did O=C1CCC(=O)N1CNc1ccccn1 do in these assays?
AHR activator: -1; RPL19A TOR yeast: 95; CR mimetic SO: 94; MEP2 TOR yeast: 98; proCasp3 act: 8; JMJD2C inh: 7; LAP4-GFP MLPCN: 96; proCasp7 act: -3

How did COc1ccc2[nH]c3c(c2c1)CCNC3(C)CCc1ccc(Cl)nc1 (stereo not given) do in these assays?
AHR activator: 1; RPL19A TOR yeast: 89; CR mimetic SO: 90; MEP2 TOR yeast: 84; proCasp3 act: 9; JMJD2C inh: -18; LAP4-GFP MLPCN: 86; proCasp7 act: 6

What do the screens show for `CC(C)NC(=O)N1CCC(c2nc3ccccc3s2)CC1`?
AHR activator: 2; RPL19A TOR yeast: 100; CR mimetic SO: 82; MEP2 TOR yeast: 106; proCasp3 act: 12; JMJD2C inh: -11; LAP4-GFP MLPCN: 98; proCasp7 act: 8

How did CCS(=O)(=O)c1nc(S(=O)(=O)c2ccc(Cl)cc2)c(NCCOC)s1 do in these assays?
AHR activator: 1; RPL19A TOR yeast: 98; CR mimetic SO: 90; MEP2 TOR yeast: 98; proCasp3 act: 2; JMJD2C inh: -10; LAP4-GFP MLPCN: 102; proCasp7 act: 8

How did COc1ccc(C2=CC(=O)OC(C)(c3ccccc3)O2)cc1 (stereo not given) do in these assays?
AHR activator: -2; RPL19A TOR yeast: 101; CR mimetic SO: 91; MEP2 TOR yeast: 106; proCasp3 act: -8; JMJD2C inh: -9; LAP4-GFP MLPCN: 92; proCasp7 act: 0

How did CCN1C/C(=N\S(=O)(=O)/N=C2\CN(CC)C(=O)N2CC)N(CC)C1=O do in these assays?
AHR activator: -1; RPL19A TOR yeast: 101; CR mimetic SO: 90; MEP2 TOR yeast: 97; proCasp3 act: 7; JMJD2C inh: 0; LAP4-GFP MLPCN: 108; proCasp7 act: 10

How did CCn1c(SCc2nc3ccccc3[nH]2)nnc1-c1ccncc1 do in these assays?
AHR activator: 12; RPL19A TOR yeast: 97; CR mimetic SO: 97; MEP2 TOR yeast: 99; proCasp3 act: 6; JMJD2C inh: 19; LAP4-GFP MLPCN: 99; proCasp7 act: 2

How did CCC(Oc1ccc(C)c(C)c1)C(=O)O (stereo not given) do in these assays?
AHR activator: 1; RPL19A TOR yeast: 95; CR mimetic SO: 90; MEP2 TOR yeast: 98; proCasp3 act: 2; JMJD2C inh: 28; LAP4-GFP MLPCN: 96; proCasp7 act: 2

Results for CC(=O)c1ccc2c(c1)C1C=CCC1C(c1cc3c(cc1Br)OCO3)N2 (stereo not given) ?
AHR activator: 12; RPL19A TOR yeast: 101; CR mimetic SO: 102; MEP2 TOR yeast: 94; proCasp3 act: -5; JMJD2C inh: -6; LAP4-GFP MLPCN: 117; proCasp7 act: -8

Results for CCCN(C(=O)/C=C/c1nc2ccccc2s1)C1CCS(=O)(=O)C1 (stereo not given) ?
AHR activator: 13; RPL19A TOR yeast: 96; CR mimetic SO: 168; MEP2 TOR yeast: 102; proCasp3 act: 7; JMJD2C inh: -4; LAP4-GFP MLPCN: 100; proCasp7 act: -5

Results for COc1ccc(CCN2CC(C(=O)Nc3cc(F)ccc3F)CC2=O)cc1OC (stereo not given) ?
AHR activator: 1; RPL19A TOR yeast: 102; CR mimetic SO: 101; MEP2 TOR yeast: 102; proCasp3 act: -6; JMJD2C inh: 9; LAP4-GFP MLPCN: 106; proCasp7 act: 1

How did CC1CN(C(=O)c2ccccc2)C(=Nc2cccc(S(=O)(=O)N(C)C)c2)S1 (stereo not given) do in these assays?
AHR activator: 0; RPL19A TOR yeast: 101; CR mimetic SO: 88; MEP2 TOR yeast: 92; proCasp3 act: -2; JMJD2C inh: 1; LAP4-GFP MLPCN: 100; proCasp7 act: 1

How did Clc1ccc(C2=Nn3c(nnc3-c3cccnc3)SC2)s1 do in these assays?
AHR activator: 29; RPL19A TOR yeast: 91; CR mimetic SO: 102; MEP2 TOR yeast: 94; proCasp3 act: -6; JMJD2C inh: 2; LAP4-GFP MLPCN: 90; proCasp7 act: -3

How did CN(C)c1ccc(-c2n(C)c3ccccc3[n+]2C)cc1 do in these assays?
AHR activator: -1; RPL19A TOR yeast: 96; CR mimetic SO: 91; MEP2 TOR yeast: 99; proCasp3 act: 2; JMJD2C inh: 2; LAP4-GFP MLPCN: 97; proCasp7 act: 3

How did CC1(c2ccc(Cl)cc2Cl)NC(=O)N(CC(=O)N2CCN(C(=O)c3ccco3)CC2)C1=O (stereo not given) do in these assays?
AHR activator: -1; RPL19A TOR yeast: 113; CR mimetic SO: 90; MEP2 TOR yeast: 105; proCasp3 act: -4; JMJD2C inh: 0; LAP4-GFP MLPCN: 116; proCasp7 act: 1

How did Cc1cnc(=O)[nH]c1SCc1ccccc1F do in these assays?
AHR activator: 4; RPL19A TOR yeast: 96; CR mimetic SO: 130; MEP2 TOR yeast: 96; proCasp3 act: 9; JMJD2C inh: -48; LAP4-GFP MLPCN: 96; proCasp7 act: -5

How did CC(CC(=O)Nc1nc2ccccc2[nH]1)n1ccnc1 (stereo not given) do in these assays?
AHR activator: 30; RPL19A TOR yeast: 101; CR mimetic SO: 101; MEP2 TOR yeast: 101; proCasp3 act: -2; JMJD2C inh: -26; LAP4-GFP MLPCN: 102; proCasp7 act: 0

Results for Cc1cc(C)n2nc(SCC(=O)N3CC(C)CC(C)C3)nc2n1 (stereo not given) ?
AHR activator: 10; RPL19A TOR yeast: 99; CR mimetic SO: 93; MEP2 TOR yeast: 106; proCasp3 act: 3; JMJD2C inh: 3; LAP4-GFP MLPCN: 93; proCasp7 act: -3

What do the screens show for `Nc1nnc(SCCOc2cccc(Br)c2)s1`?
AHR activator: 1; RPL19A TOR yeast: 97; CR mimetic SO: 107; MEP2 TOR yeast: 100; proCasp3 act: 4; JMJD2C inh: -1; LAP4-GFP MLPCN: 97; proCasp7 act: -1

Results for COC(=O)c1cc(=O)nc2sc3ccccc3n12 ?
AHR activator: 7; RPL19A TOR yeast: 97; CR mimetic SO: 87; MEP2 TOR yeast: 98; proCasp3 act: -1; JMJD2C inh: inactive; LAP4-GFP MLPCN: 98; proCasp7 act: -10

Results for O=C(O)C1CCCCC1C(=O)Nc1ccc(OCc2ccccc2)cc1 (stereo not given) ?
AHR activator: 13; RPL19A TOR yeast: 106; CR mimetic SO: 97; MEP2 TOR yeast: 103; proCasp3 act: 2; JMJD2C inh: -1; LAP4-GFP MLPCN: 90; proCasp7 act: 12

How did COC(=O)c1cc(S(=O)(=O)N2CCN(c3ccc(C(C)=O)cc3)CC2)cn1C do in these assays?
AHR activator: 1; RPL19A TOR yeast: 102; CR mimetic SO: 89; MEP2 TOR yeast: 100; proCasp3 act: 9; JMJD2C inh: inconclusive; LAP4-GFP MLPCN: 103; proCasp7 act: -3

How did COc1ccc(C(=O)NC2CCCN(Cc3ccccc3F)C2)c(OC)c1OC (stereo not given) do in these assays?
AHR activator: 1; RPL19A TOR yeast: 104; CR mimetic SO: 104; MEP2 TOR yeast: 111; proCasp3 act: -11; JMJD2C inh: 24; LAP4-GFP MLPCN: 99; proCasp7 act: -6

What do the screens show for `O=C1CCC/C1=C\c1ccccc1`?
AHR activator: 0; RPL19A TOR yeast: 111; CR mimetic SO: 91; MEP2 TOR yeast: 111; proCasp3 act: -3; JMJD2C inh: 3; LAP4-GFP MLPCN: 110; proCasp7 act: -2

How did CS(=O)(=O)N(CC(=O)N1CCc2ccccc2C1)c1ccccc1Br do in these assays?
AHR activator: 1; RPL19A TOR yeast: 105; CR mimetic SO: 104; MEP2 TOR yeast: 109; proCasp3 act: -6; JMJD2C inh: -14; LAP4-GFP MLPCN: 99; proCasp7 act: 2

What do the screens show for `Cc1cccc(N2CCN(C(=O)c3cc(S(=O)(=O)N4CCOCC4)cn3C)CC2C)c1` (stereo not given)?
AHR activator: 3; RPL19A TOR yeast: 99; CR mimetic SO: 88; MEP2 TOR yeast: 100; proCasp3 act: 7; JMJD2C inh: inconclusive; LAP4-GFP MLPCN: 101; proCasp7 act: 6

How did Cn1nc(-c2ccc(C(=O)NCCO)cc2)c2ccccc2c1=O do in these assays?
AHR activator: 7; RPL19A TOR yeast: 108; CR mimetic SO: 106; MEP2 TOR yeast: 108; proCasp3 act: -9; JMJD2C inh: 12; LAP4-GFP MLPCN: 100; proCasp7 act: -3

How did O=C(COc1coc(CN2CCN(c3ccccc3F)CC2)cc1=O)NC1CCCC1 do in these assays?
AHR activator: -2; RPL19A TOR yeast: 99; CR mimetic SO: 95; MEP2 TOR yeast: 95; proCasp3 act: 6; JMJD2C inh: -9; LAP4-GFP MLPCN: 111; proCasp7 act: 6

What do the screens show for `C/C=C/c1ccc(OCCOCCNCc2ccccc2)c(OC)c1`?
AHR activator: 1; RPL19A TOR yeast: 105; CR mimetic SO: 98; MEP2 TOR yeast: 107; proCasp3 act: 5; JMJD2C inh: -5; LAP4-GFP MLPCN: 88; proCasp7 act: 8

Results for Cc1cccc(NS(=O)(=O)c2cc(C(=O)N3CCN(C)CC3)ccc2C)c1 ?
AHR activator: 0; RPL19A TOR yeast: 96; CR mimetic SO: 64*; MEP2 TOR yeast: 99; proCasp3 act: -7; JMJD2C inh: 1; LAP4-GFP MLPCN: 99; proCasp7 act: 3

How did c1ccc2c(c1)Nc1nccnc1S2 do in these assays?
AHR activator: 1; RPL19A TOR yeast: 96; CR mimetic SO: 92; MEP2 TOR yeast: 112; proCasp3 act: -19; JMJD2C inh: -6; LAP4-GFP MLPCN: 113; proCasp7 act: -12

How did CNC(=O)CN(c1ccc(C23CC4CC(CC(C4)C2)C3)cc1)S(C)(=O)=O do in these assays?
AHR activator: 0; RPL19A TOR yeast: 100; CR mimetic SO: 101; MEP2 TOR yeast: 95; proCasp3 act: -8; JMJD2C inh: -1; LAP4-GFP MLPCN: 97; proCasp7 act: -2

What do the screens show for `Cc1ccc(NC(=O)CCC(=O)NNS(=O)(=O)c2ccc(Cl)cc2)cc1C`?
RPL19A TOR yeast: 111; CR mimetic SO: 75; MEP2 TOR yeast: 101; JMJD2C inh: 11; LAP4-GFP MLPCN: 66

Screening data from PubChem BioAssay.
